From PubChem
EBV gp42 block: Epstein-Barr virus gp42 inhibitors, primary screen, biochemical, uHTS, fluorescence polarization; Glycoprotein 42 (Epstein-Barr virus (strain AG876)), Q1HVG2; inhibition, % (tested at 21.74 µM); 0.42% of 220,000 active; AID 1085, 2008; Fluorescence polarization binding assay, mP read-out; in the data active means inhibition above about 50%
Target sequence (Q1HVG2 whole entry, looked up): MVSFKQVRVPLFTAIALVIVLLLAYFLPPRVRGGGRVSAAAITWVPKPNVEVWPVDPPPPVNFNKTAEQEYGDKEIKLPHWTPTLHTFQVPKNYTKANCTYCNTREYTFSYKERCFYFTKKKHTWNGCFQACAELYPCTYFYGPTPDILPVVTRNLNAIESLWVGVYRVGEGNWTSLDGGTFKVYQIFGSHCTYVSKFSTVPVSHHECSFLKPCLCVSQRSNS
NCF1 inh: p47phox/p22phox peptide binding inhibitors, primary screen, biochemical, uHTS, NADPH oxidase regulatory subunit | Neutrophil cytosol factor 1 (Homo sapiens), P14598 | fluorescence polarization, 2 h | inhibition, % at 24.7 µM | 0.53% of 220,000 active | AID 1274, 2008;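 active means inhibition above about 30%, limit read from the data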;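 further: 0% = p47phox with labelled peptide and 100% = labelled peptide alone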
Hck Nef HTS: inhibitors of Nef-activated human Hck kinase, primary screen, biochemical, Z-Lyte FRET, 384-well, Hck-YEEI | Recombinant Hck-YEEI plus Nef, Z-Lyte FRET kinase assay | AID 463187, 2010 | Tyrosine-protein kinase HCK (Homo sapiens), P08631 | 0.68% of 220,000 active | inhibition, % at 20 µM;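 active means Hck-Nef kinase inhibition above about 50%, limit read from the data; inactive means inhibition below that limit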;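 further: 0% = DMSO with Hck plus Nef and 100% = Hck alone without Nef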
zVAD death inh: inhibitors of zVAD-triggered necroptosis, primary screen, L929 cells. L929 zVAD necroptosis rescue, ATP luminescence, 24 h; with zVAD 60 µM. viability rescue, % at 10 µM. 0.38% of 220,000 active;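 active means activation, scaled between plate controls, above about 75%, limit read from the data; inactive means activation under that limit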;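 further: 0% = zVAD with DMSO and 100% = DMSO alone without zVAD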
14-3-3 Bad inh: inhibitors of 14-3-3 zeta/Bad binding, primary screen, biochemical, TR-FRET, bovine 14-3-3 zeta | inhibition, % at 21.7 µM | TR-FRET 14-3-3zeta/Dy647-pBad peptide displacement, 1 h | 0.71% of 220,000 active | AID 781, 2007 | 14-3-3 protein zeta/delta (Bos taurus), P63103;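 active means inhibition above about 70%, limit read from the data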;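 further: 0% = full 14-3-3 plus peptide FRET controls and 100% = background without 14-3-3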
Target sequence (P63103 whole entry, looked up): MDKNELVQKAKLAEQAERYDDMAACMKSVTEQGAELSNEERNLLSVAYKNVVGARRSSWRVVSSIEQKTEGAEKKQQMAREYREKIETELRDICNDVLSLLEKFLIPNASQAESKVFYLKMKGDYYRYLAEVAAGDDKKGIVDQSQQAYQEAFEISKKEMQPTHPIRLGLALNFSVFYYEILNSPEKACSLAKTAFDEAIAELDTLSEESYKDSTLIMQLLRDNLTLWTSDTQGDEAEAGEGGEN
Runt-SMMHC FRET: inhibitors of RUNX1 Runt–CBFb-SMMHC binding, primary screen, biochemical, FRET, Cerulean-Runt, Venus-CBFb-SMMHC, uHTS. Cerulean-Runt/Venus-CBFb-SMMHC FRET ratio 530/480, 1 h. AID 1434, 2008. inhibition, % at 20 µM. Runt-related transcription factor 1 (Homo sapiens) + Core-binding factor subunit beta …. 0.74% of 220,000 active;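 active means mean inhibition across duplicate retests at 20 µM reaching about 50%, limit read from the data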;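 further: 0% = DMSO wells and 100% = wells with excess untagged CBFb-SMMHC; inhibitors lower the FRET ratio by blocking Runt binding to CBFb-SMMHC; some results filed as inactive read as strong as hits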
MDM2 E3 inh: MDM2-luciferase reporter signal enhancers, primary screen, MDM2 E3 ligase inhibitor project, cell-based, luminescence, 1536-well; E3 ubiquitin-protein ligase Mdm2 (Homo sapiens), Q00987; cell-based MDM2 ubiquitination luciferase reporter, 2 h; 0 = plate control, 100 = twice control, blank-subtracted; signal enhancement, % at 5 µM; 0.11% of 210,000 active; AID 1230, 2008;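 active means signal enhancement of 30% or more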;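 further: luminescence tracks abundance of the self-degrading MDM2-luciferase fusion protein; higher signal means inhibition of MDM2 E3 ligase activity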
Target sequence (Q00987 whole entry, looked up, the tested form may be a part): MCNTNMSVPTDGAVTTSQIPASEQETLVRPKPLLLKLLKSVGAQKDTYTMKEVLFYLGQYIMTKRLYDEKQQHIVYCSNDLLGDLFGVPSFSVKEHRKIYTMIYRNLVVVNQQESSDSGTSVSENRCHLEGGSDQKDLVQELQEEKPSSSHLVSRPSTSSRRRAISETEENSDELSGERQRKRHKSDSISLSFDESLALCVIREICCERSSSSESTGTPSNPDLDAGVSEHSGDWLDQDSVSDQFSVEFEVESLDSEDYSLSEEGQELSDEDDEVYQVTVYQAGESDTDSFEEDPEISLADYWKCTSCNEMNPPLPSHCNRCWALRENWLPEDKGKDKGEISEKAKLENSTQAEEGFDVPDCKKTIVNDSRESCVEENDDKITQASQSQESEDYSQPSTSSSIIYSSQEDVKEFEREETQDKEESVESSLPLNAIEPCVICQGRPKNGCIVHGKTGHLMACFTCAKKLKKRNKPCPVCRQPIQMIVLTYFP
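Material: stable MDM2–luciferase fusion reporter cells / Quantity: 2000 cells/well / Dosing: single 5 µM compound dose, 0.2% final DMSO / Buffer or medium: DMEM / Schedule: 4 h cell settling then 2 h compound exposure, 37 °C / Detection: luminescence with SteadyLite reagent, 15 min at room temperature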
Runt-CBFb FRET: inhibitors of RUNX1 Runt–CBFb binding, primary screen, biochemical, FRET, Cerulean-Runt, Venus-CBFb, uHTS; Runt-related transcription factor 1 (Homo sapiens) + Core-binding factor subunit beta …; Cerulean-Runt/Venus-CBFb FRET ratio 530/480, 1 h; inhibition, % at 20 µM; 0.46% of 220,000 active; AID 1496, 2009;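 active means inhibition over about 50% at 20 µM in the single-dose screen, limit read from the data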;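 further: 0% = DMSO wells and 100% = excess unlabeled CBFb competitor control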
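test system = Cerulean-tagged RUNX1 Runt domain (FRET donor) fusion protein | reagent = Venus-CBFb binding partner, 100 nM | incubation = protein complex preformed 1 h, compound exposure 1 h, room temperature, dark | detection = FRET fluorescence | read-out basis = loss of energy transfer signal | controls = 5 µM unlabeled CBFb as full-inhibition high control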
TbHK1 inh: Trypanosoma brucei hexokinase 1 inhibitors, primary screen, biochemical, G6PDH-coupled NADH absorbance, MLSCN library; hexokinase 1 [Trypanosoma brucei]; recombinant TbHK1, G6PDH-coupled NADH A340; inhibition, % at 10 µM; 0.11% of 220,000 active;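 active means inhibition of 50% or more in the single-dose primary screen; inactive means inhibition below 50%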
* hit, by the source's call; · = no result given; [ ] = another dose, or the depositor's remark.

SMILES	EBV gp42 block	NCF1 inh	Hck Nef HTS	zVAD death inh	14-3-3 Bad inh	Runt-SMMHC FRET	MDM2 E3 inh	Runt-CBFb FRET	TbHK1 inh
CCCCNC(=O)C(=O)NC(C)CCc1ccccc1 (stereo not given)	-20	-8	2	0.0	-7	-1	-28	2	2
O=C(O)c1ccc(Sc2nnnn2-c2ccccc2)c([N+](=O)[O-])c1	0	-8	3	0.2	12	2	5	1	-5
COc1ccc(C2N(c3ccc(Cl)cc3)N=C(C(C)=O)N(C)N2C(C)=O)cc1 (stereo not given)	8	-11	22	0.0	-20	0	-4	-4	-19
CCOC(=O)c1c(C)[nH]c(C(=O)/C(C#N)=C/c2ccc(OC(F)F)c(OC)c2)c1C	-21	-37	0	0.9	5[fluorescence artefact?]	-12	-11	-6	-5
O=C(c1ccc(CNc2c(N3CCCC3)c(=O)c2=O)cc1)N1CCN(C2CCCCC2)CC1	4	35*	0	·	-1[fluorescence artefact?]	0	·	1	-4
COc1cccc(CNC(=O)CCC2CCCN(c3cc(C)nc(N4CCCC4)n3)C2)c1 (stereo not given)	-15	14	-8	-1.0	-8	-8	-9	2	9
COc1cc(/C=C/C(=O)O)cc(S(=O)(=O)NCCCC(=O)O)c1OC	-4	1	25	9.8	-15	-6	-9	-1	-2
CC1(c2cccc([N+](=O)[O-])c2)CC(C)(C)N(C(=O)c2ccccc2)c2ccccc21 (stereo not given)	8	-2	5	0.4	-16	3	-6	2	6
CC1=C(C(=O)NC(C)C)C2(CCC(C)CC2)OC1=O (stereo not given)	-5	-6	13	-0.6	4[fluorescence artefact?]	0	-29	·	4
C=CCSc1nc2ccsc2c(=O)n1-c1cccnc1	-6	-3	0	-1.2	-5	2	-10	2	0
CCN1CCN(Cc2ccc(NC(=O)CC3Oc4ccc(C)cc4NC3=O)cc2)CC1 (stereo not given)	-1	-14	0	0.8	4[fluorescence artefact?]	2	-20	0	8
CC(C)NC(=O)CCn1nc(-c2ccc(Cl)cc2)c2ccccc2c1=O	-3	3	16	-0.5	-5	2	-4	-3	-7
Cc1nn(Cc2ccc(Cl)c(Cl)c2)c(C)c1NC(=O)c1sc2ccccc2c1Cl	-12	-3	9	0.2	-16	-2	7	0	3
Cn1c(CO)cnc1SCC(=O)c1ccc(Cl)cc1	5	2	-4	0.6	-2	5	-6	7	-4
COc1ccc(NC(=O)C2CCCN(S(=O)(=O)c3c(C)[nH]c(=O)[nH]c3=O)C2)cc1OC (stereo not given)	-19	-3	27	5.0	-3	-4	-4	2	-4
CCOC(=O)c1cc2cc(OC)ccc2nc1C	-9	9	8	1.1	-9[fluorescence artefact?]	4	-3	-2	-6
O=C(Nc1ccc(Oc2cccc(C(F)(F)F)c2)nc1)c1cccs1	8	-29	-17	5.9	9	-5	-4	2	-1
CN(CC(=O)NCCc1ccccc1)S(=O)(=O)c1cnc[nH]1	2	-3	-1	0.6	-4[fluorescence artefact?]	-1	-2	-1	31
CN(C)c1ccc(N=Nc2ccc(S(=O)(=O)O)cc2)c2ccccc12	2	-32	24	1.0	-18	-2	-5	-6	-12
O=c1c2c(nc3cc(-c4ccc(F)cc4)[nH]n13)CCC2	-1	-2	5	0.6	2	12	-21	10	-3
C=CCc1c(C)nc(-c2ccccc2)nc1N/N=C(\C)c1ccc(N)cc1	1	-1	6	1.1	74*[fluorescence artefact?]	1	6	-2	-23
O=C(Nc1ccc2nc3n(c(=O)c2c1)CCCC3)c1cc([N+](=O)[O-])ccc1F	-9	-11	3	39	-4[fluorescence artefact?]	2	10	2	-1
O=C(Nc1cccc(Cl)c1)Nc1cccc(Cl)c1	-6	-22	6	0.2	-8	-6	-16	-2	2
CCOc1ccc(S(=O)(=O)NCCC(=O)NC2=NCCS2)cc1	-21	-6	-1	2.2	1	0	-20	-2	-5
O=C(O)Cn1cc(C(=O)c2cccs2)c2ccccc21	2	-10	7	0.2	44	1	-4	-3	-27
NC(=O)C1CCN(C(=S)c2cccs2)CC1	-7	0	5	-1.0	-18	0	·	-2	-4
COc1ccc(CN2CCCC(C(=O)c3ccc(Cl)cc3)C2)cc1Cn1cccn1 (stereo not given)	-7	-5	12	-0.3	0	1	-11	-1	-4
CCCNC(=O)COc1ncnc2sc(C)c(C)c12	-27	-8	8	-0.1	-22[fluorescence artefact?]	0	-4	-1	-6
CCOC(=O)Cc1nnc(NC(=O)C(CC)Sc2nnc3c4ccccc4n(C)c3n2)s1 (stereo not given)	3	-13	1	-0.2	-4	-5	9	-5	-20
O=C(CSC(=S)N1CCSCC1)c1ccc(Cl)cc1	-6	-7	26	0.2	-4	-4	-30	2	5

14 of the compounds above, with bars between the fields.
SMILES | EBV gp42 block | NCF1 inh | Hck Nef HTS | zVAD death inh | 14-3-3 Bad inh | Runt-SMMHC FRET | MDM2 E3 inh | Runt-CBFb FRET | TbHK1 inh
CCOC(=O)c1cc2cc(OC)ccc2nc1C | -9 | 9 | 8 | 1.1 | -9[fluorescence artefact?] | 4 | -3 | -2 | -6
O=C(Nc1ccc(Oc2cccc(C(F)(F)F)c2)nc1)c1cccs1 | 8 | -29 | -17 | 5.9 | 9 | -5 | -4 | 2 | -1
CN(CC(=O)NCCc1ccccc1)S(=O)(=O)c1cnc[nH]1 | 2 | -3 | -1 | 0.6 | -4[fluorescence artefact?] | -1 | -2 | -1 | 31
CN(C)c1ccc(N=Nc2ccc(S(=O)(=O)O)cc2)c2ccccc12 | 2 | -32 | 24 | 1.0 | -18 | -2 | -5 | -6 | -12
O=c1c2c(nc3cc(-c4ccc(F)cc4)[nH]n13)CCC2 | -1 | -2 | 5 | 0.6 | 2 | 12 | -21 | 10 | -3
C=CCc1c(C)nc(-c2ccccc2)nc1N/N=C(\C)c1ccc(N)cc1 | 1 | -1 | 6 | 1.1 | 74*[fluorescence artefact?] | 1 | 6 | -2 | -23
O=C(Nc1ccc2nc3n(c(=O)c2c1)CCCC3)c1cc([N+](=O)[O-])ccc1F | -9 | -11 | 3 | 39 | -4[fluorescence artefact?] | 2 | 10 | 2 | -1
O=C(Nc1cccc(Cl)c1)Nc1cccc(Cl)c1 | -6 | -22 | 6 | 0.2 | -8 | -6 | -16 | -2 | 2
CCOc1ccc(S(=O)(=O)NCCC(=O)NC2=NCCS2)cc1 | -21 | -6 | -1 | 2.2 | 1 | 0 | -20 | -2 | -5
O=C(O)Cn1cc(C(=O)c2cccs2)c2ccccc21 | 2 | -10 | 7 | 0.2 | 44 | 1 | -4 | -3 | -27
NC(=O)C1CCN(C(=S)c2cccs2)CC1 | -7 | 0 | 5 | -1.0 | -18 | 0 | · | -2 | -4
COc1ccc(CN2CCCC(C(=O)c3ccc(Cl)cc3)C2)cc1Cn1cccn1 (stereo not given) | -7 | -5 | 12 | -0.3 | 0 | 1 | -11 | -1 | -4
CCCNC(=O)COc1ncnc2sc(C)c(C)c12 | -27 | -8 | 8 | -0.1 | -22[fluorescence artefact?] | 0 | -4 | -1 | -6
CCOC(=O)Cc1nnc(NC(=O)C(CC)Sc2nnc3c4ccccc4n(C)c3n2)s1 (stereo not given) | 3 | -13 | 1 | -0.2 | -4 | -5 | 9 | -5 | -20

Next section
SMILES	EBV gp42 block	NCF1 inh	Hck Nef HTS	zVAD death inh	14-3-3 Bad inh	Runt-SMMHC FRET	MDM2 E3 inh	Runt-CBFb FRET	TbHK1 inh
c1cncc(-c2nc3c(ccc4ccccc43)[nH]2)c1	-11	-13	4	1.9	6	2	-15	2	-25
O=C1C2CC=CCC2C(=O)N1CC(=O)N(Cc1ccccc1)C1CCS(=O)(=O)C1 (stereo not given)	-20	-9	-3	-1.7	3	-6	10	-2	2
CC(C)C(=O)Nc1ccc(NC(=O)c2ccccc2Cl)nc1	2	4	2	4.1	3	-1	-10	2	1
CCN(CC)CCOC(=O)c1ccc(Cl)cc1	-9	-10	17	0.6	20[fluorescence artefact?]	-1	-13	2	6
COC(=O)CCCC(=O)Nc1c(F)c(F)c(F)c(F)c1F	-9	4	-1	-0.4	0	-1	-15	0	10
O=C(Cn1cnc2c(cnn2-c2ccccc2)c1=O)N1CCCc2ccccc21	-13	-11	2	0.1	-11	3	-9	-3	0
COC(=O)C1=CC(C(=O)c2cccs2)=NN(c2ccc(OC)cc2)C1C(=O)OC (stereo not given)	39	-28	1	1.3	7	-22	-18	-11	-12
O=c1[nH]c(-c2ccccn2)nc(C(F)(F)F)c1Br	8	2	-25	0.4	-6	1	-19	1	-2
C=C(C)CN=C1NN=C(c2cc(C)n(-c3ccc(C)cc3)c2C)CS1	-12	-16	11	0.4	0	-7	-13	-3	-2
CCCOc1ccc(C(=O)O)cc1	6	-9	12	0.2	-5	-1	-1	2	-12
O=C(NCC1CCCO1)c1ccc(NC(=O)C2C3C=CC(C3)C2C(=O)O)cc1 (stereo not given)	-7	-3	-2	0.4	-9	-1	-15	0	-3
CC(C)(C)c1cc(C(=O)Nc2cccc3ccccc23)ccn1	-8	-18	-6	0.8	-7	-4	-1	-2	-1
Cc1cccc(CSC(Nc2ccc(F)cc2)=C(C#N)C#N)c1	8	-8	2	1.0	-3	-1	4	-3	-6
N#CCCCn1c(O)c(N=NC(=O)C(O)c2ccccc2)c2ccccc21 (stereo not given)	-3	-4	20	-0.4	-6	-1	-7	0	-34
Cn1c(CO)cnc1SCc1ccccc1	-4	-10	0	0.0	4	4	-12	-1	4
O=C(N/N=C\c1ccc(OCC(=O)N2CCCC2)cc1)C(=O)Nc1ccccc1F	-7	-3	4	-0.1	-13	-1	-2	-3	-16
C=CCc1cccc(/C=N/NC(=O)c2ccccc2Br)c1O	14	-15	-6	19	2	-2	-10	0	-7
O=C(N/N=C/c1ccc(O)cc1)c1csc2ccccc12	-8	1	1	0.6	26[fluorescence artefact?]	0	-9	-4	-36
C=CCNC(=O)Cc1c(OC)ccc2cc(Br)ccc12	4	9	19	0.8	-3	-8	-4	1	-6
CCOC(=O)c1cnc(-n2nc(C)cc2C)nc1NC1CCCCC1	4	15	8	2.4	14	3	2	-7	-3
Cc1ccc(/C=N/NC(=O)c2cccs2)s1	-9	2	0	0.1	-14	5	-4	1	-42
CCOC(=O)c1sc2nc(CSCC(=O)OCc3ccc(C(=O)OC)o3)[nH]c(=O)c2c1C	-22	-22	0	-0.2	-3	-9	-8	-7	-2
